# VP16 counter: Gal4-VP16 reporter inhibition counter-screen; Drosophila S2 Gal4-VP16 UAS-luciferase, luminescence, 20 h; Potency, µM (doses to about 53.6 µM), for inactives: top-dose activity, negative = inhibition, hits mostly inhibitors; actives 3.5% (n = 310,000);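 further: Gal4-VP16 expression switched on by copper sulfate through the metallothionein promoter; on the % scale 0 is the no-effect control and ±100 the full control effect; nearly all actives have a fitted effect of over 50% in size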
# RORg inh: blocks mouse ROR gamma transcriptional activity. AID 2551. P51450. actives 5.4% (n = 310,000). Potency, µM (top dose mostly 53.6 µM), for the others: at the highest dose activity change, negative = inhibition, most hits filed as inhibitors. Drosophila S2 Gal4-RORgamma UAS-luciferase reporter, 20 h; further: on the % scale 0 is the no-effect control and ±100 the full control effect; nearly all actives have a fitted effect of over 60% in size
# Target sequence (P51450 whole entry, looked up, the tested form may be a part): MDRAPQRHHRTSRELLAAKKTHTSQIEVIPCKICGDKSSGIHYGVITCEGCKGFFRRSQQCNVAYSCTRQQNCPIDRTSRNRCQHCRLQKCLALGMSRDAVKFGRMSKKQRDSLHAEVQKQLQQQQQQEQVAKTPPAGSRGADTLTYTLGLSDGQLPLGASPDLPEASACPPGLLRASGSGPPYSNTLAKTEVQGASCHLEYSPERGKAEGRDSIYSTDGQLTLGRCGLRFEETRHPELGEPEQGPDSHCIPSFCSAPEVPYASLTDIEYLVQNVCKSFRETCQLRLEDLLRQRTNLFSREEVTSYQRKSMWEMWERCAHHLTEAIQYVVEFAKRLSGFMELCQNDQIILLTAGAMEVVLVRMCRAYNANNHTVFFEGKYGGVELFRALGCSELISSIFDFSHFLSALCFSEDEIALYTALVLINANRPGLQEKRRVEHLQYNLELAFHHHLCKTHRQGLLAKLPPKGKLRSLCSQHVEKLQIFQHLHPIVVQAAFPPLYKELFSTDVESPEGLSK
#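 ROR gamma transcriptional activity was tracked as Gal4-UAS luciferase output in stably transfected Drosophila Schneider cells, with compound added 1 hr before 700 uM copper sulfate induction and a 20 hr ambient-temperature incubation.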
# CXXC DNA block: MLL CXXC-DNA interaction inhibition; MLL-CXXC / FITC-HOXA9 DNA fluorescence polarization; AID 2662; Potency, µM (titrated, usually from 115 µM), inactives show at the top dose activity change, negative = inhibition, hits mostly inhibitors; actives 0.037% (n = 290,000); active means well fitted inhibition curve with a large enough effect in the polarisation, with a control signal flat, not every such curve was filed as active; inconclusive means small, poorly fitted or top-dose-only effect, or effect the other way, or a change in a side signal; inactive means no such curve, though single readings can be large or run the other way; the % refers to the polarisation
#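 Purified MLL-CXXC (added from a 7 uM solution) was preincubated 5 min at ambient with pinned compounds in 50 mM Tris-HCl pH 7.5, 50 mM NaCl, 1 mM DTT, 0.05% BSA. Fluorescein-labeled HOX-A9 DNA (50 nM solution) followed, 30 min, then polarization read.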
# uPA surface inh: inhibitors of cell surface uPA generation. cell surface uPA generation assay, qHTS. Potency, µM (doses to about 38.3 µM), without a hit: at the highest dose activity change, negative = inhibition, hits mostly inhibitors. actives 0.31% (n = 330,000). AID 540303; active means well fitted inhibition curve with a large enough effect; inconclusive means small, poorly fitted or top-dose-only effect; inactive means no such curve, though single readings can be large or run the other way; tested in mouse RAW 264.7 cells; further: on the % scale 0 is the no-effect control and ±100 the full control effect; nearly all actives have a fitted effect of over 55% in size
# NPC1 prom act: NPC1 promoter activation. Huh7 NPC1 promoter luciferase reporter, 24 h. Potency, µM (titrated, usually from 9.22 µM), inactives show at the highest dose activation, usual class: activators. actives 2.4% (n = 320,000);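 further: % of control where 0% means no effect; nearly all actives have a fitted effect of over 60% in size; reporter is driven by a mutant NPC1 promoter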
#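 Stably transfected Huh7 (NPC1 promoter→luciferase), 1500 cells/well in Opti-MEM + 10% FBS, 2 h settle, then compound 24 h at 37 °C. Luminescence after 10 min with Amplite reagent.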
# p53 reactivation: restores transcriptional activity of mutant p53; H1299 p53-A138V BP100-luciferase reporter, luminescence, 24 h; Potency, µM (series often up to 92.2 µM), for the others: top-dose activity change, positive = activation, hits mostly activators; actives 0.063% (n = 320,000); further: % of control where 0% means no effect; nearly all actives have a fitted effect of over 45% in size
#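 p53-null H1299 cells stably carrying temperature-sensitive p53-A138V and a BP100-luciferase reporter were pinned with compounds (4-point, 1:5 series) and held 24 hrs at 37 deg C. Luminescence was read 10 min after detection reagent.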
# BRCA1 expr act: activators of BRCA1 expression; actives 1.1% (n = 380,000); AID 624202; MCF7-BRCA1-FFLuc reporter, luminescence, 48 h; response scale: scaled: vehicle 0%, 10 µM genistein 100%; Potency, µM (top dose mostly 46.1 µM), for the others: at the highest dose activation, actives largely listed as activators; further: nearly all actives have a fitted effect of over 80% in size; some results filed as inactive show a strong effect at the top dose
#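 Luminescence from a BRCA1-driven firefly luciferase in MCF7 cells was read after 48 h compound exposure at 37 C. Data normalized against DMSO and a 10microM genistein activation control, then curve-fitted across the titration.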
# Rab9 prom act: Rab9 promoter activation | actives 2.8% (n = 320,000) | Potency, µM (titrated, usually from 9.22 µM), without a hit: at the top dose activation, negative = inhibition, actives largely listed as activators | Huh7 Rab9 promoter-luciferase reporter, luminescence, 24 h; further: % of control where 0% means no effect; nearly all actives have a fitted effect of over 60% in size
#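 Cells were plated at 1500 per well in reduced-serum medium with 10% FBS and left 2 h. Compound in DMSO was then added for 24 h at 37 °C. Reporter signal was read by luminescence after 10 min with luciferase detection reagent.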
# ELG1 genotoxic: induces genotoxicity in HEK293T cells with luciferase-tagged ELG1; HEK293T ELG1-luciferase reporter, luminescence, 16 h; Potency, µM (doses to about 46 µM), for the others: at the top dose activity change, positive = activation, hits mostly activators; actives 1.3% (n = 330,000); AID 504466; further: % of control where 0% means no effect; nearly all actives have a fitted effect of over 60% in size
#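 Genotoxicity was scored as increased ELG1-luciferase reporter signal, measured by ONE-Glo luminescence (30 min, room temperature). Compound or vehicle exposure of the HEK293T reporter cells lasted 16 hr at 37°C.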
# MBNL1-CUG inh: blocks human MBNL1 binding to CUG repeat RNA | Potency, µM (titrated, usually from 57.5 µM), for the others: at the highest dose activity change, negative = inhibition, most hits filed as inhibitors | Q9NR56 | TR-FRET MBNL1-His/biotin-(CUG)12 binding, 665/545 ratio | actives 0.036% (n = 280,000) | AID 2675; active means well fitted inhibition curve with a large enough effect in the signal ratio, with a control signal flat, not every such curve was filed as active; inconclusive means small, poorly fitted or top-dose-only effect, or effect the other way, or a change in a side signal; inactive means no such curve, though single readings can be large or run the other way; the % refers to the signal ratio; further: on the % scale 0 is the no-effect control and ±100 the full control effect
#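 Compounds (final 92 nM to 58 uM) are added to His-tagged MBNL1 and biotin-(CUG)12, then terbium anti-His antibody and streptavidin-XL665 (5 nM final). After 60 min at room temperature, the 665/545 nm ratio is read.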
# FLuc modulator: counter-screen for miR-21 project: firefly luciferase inhibitors or activators; AID 588342; actives 6.9% (n = 360,000); purified FLuc, Km substrates, luminescence inhibition; Potency, µM (titrated, usually from 57.5 µM), for inactives: top-dose activity change, negative = inhibition, hits mostly inhibitors;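 further: plate controls were vehicle for no effect and reference inhibitor for full effect; nearly all actives have a fitted effect of over 55% in size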
# Target sequence (P08659 whole entry, looked up): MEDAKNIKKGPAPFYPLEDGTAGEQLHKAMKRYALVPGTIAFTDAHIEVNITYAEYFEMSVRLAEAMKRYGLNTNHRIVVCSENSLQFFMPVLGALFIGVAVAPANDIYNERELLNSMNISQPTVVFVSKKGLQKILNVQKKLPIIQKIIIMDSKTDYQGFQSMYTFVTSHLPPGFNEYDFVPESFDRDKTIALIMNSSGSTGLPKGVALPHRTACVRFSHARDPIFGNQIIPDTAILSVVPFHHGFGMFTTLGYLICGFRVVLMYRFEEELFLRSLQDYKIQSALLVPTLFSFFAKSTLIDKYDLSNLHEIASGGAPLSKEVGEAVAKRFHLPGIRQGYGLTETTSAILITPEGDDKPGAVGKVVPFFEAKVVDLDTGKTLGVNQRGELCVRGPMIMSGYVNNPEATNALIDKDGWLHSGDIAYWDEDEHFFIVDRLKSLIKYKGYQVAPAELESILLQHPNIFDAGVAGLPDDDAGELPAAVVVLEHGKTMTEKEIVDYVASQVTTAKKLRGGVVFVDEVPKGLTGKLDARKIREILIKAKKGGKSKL
#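 Biochemical qHTS of compounds, final roughly 60 µM downward over six points, against 10 nM purified firefly luciferase using Km concentrations of substrates (10 uM D-luciferin, 10 uM ATP) in Tris acetate pH 7.5 buffer; luminescence output.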
# * hit, by the source's call; u = inconclusive; x = no result given; & = joins results of further samples; [ ] = dose if it differs, or a comment. Unless noted, the call rests on the fitted dose curve; in most records, active means well fitted curve in the direction sought with a large enough effect; inconclusive means small, poorly fitted or top-dose-only effect, or another doubt; inactive means no such curve, though single readings can be large; an effect the other way counts as inactive or inconclusive. Potency means the concentration at half of the fitted maximal effect.
SMILES,VP16 counter,RORg inh,CXXC DNA block,uPA surface inh,NPC1 prom act,p53 reactivation,BRCA1 expr act,Rab9 prom act,ELG1 genotoxic,MBNL1-CUG inh,FLuc modulator
CC(C)(C)c1ccc(C(=O)NN2CCOCC2)cc1,3%,-23%,-3%,4%,1%,-1%,0%,2%,-11%,-10%,2%
Cc1ccccc1-c1nnc(CN2CCC(C)CC2)o1,30%,5%,3%,0%,29%,14%,u,29%,u,6%,u
C=C1CCN([C@H](C(=O)OCc2ccc(C)cc2)C(C)C)S(=O)(=O)c2ccccc21,u,0%,0%,-29%,3%,0%,-19%,-3%,-9%,-1%,2%
COc1cc(CNC(=O)C2CC2)ccc1OCc1ccccc1,-6%,32µM*,6%,3%,u,14%,13µM*,u,21%,-2%,u
N#CC(=C1SC=CS1)c1nc(-c2ccccc2)cs1,12%,2%,10%,-1%,19%,u,0%,u,5.8µM*,247%[activator],7.6µM*
O=C(/C=C/c1ccco1)Nc1nc(-c2ccc(F)c(F)c2)cs1,-12%,31%,-7%,u,4%,-2%,-9%,2%,-10%,x,u
Cc1cnccc1CNC(=O)CC1C(=O)NCCN1CC(C)(C)C (stereo not drawn),5%,1%,-10%,-1%,1%,1%,-5%,-7%,2%,8%,-2%
COC(=O)c1cc(S(=O)(=O)NCC2CCN(Cc3ccc(C)cc3)CC2)c[nH]1,3%,-1%,22%,-1%,-7%,5%,-4%&29%,-2%,0%,-4%,1%&-7%
Cc1cc(N)n(Cc2cccs2)n1,4%,-11%,-1%,3%,0%,-2%,-1%,-5%,1%,-6%,0%
COc1ccc(NC(=O)CN(C)C(=O)c2ccc(COc3ccccc3)o2)cc1,x,x,x,-6%,0%,-1%,16%,12%,-1%,x,1%
CCOC(=O)c1sc(-c2cccs2)nc1C,-17%,-16%,2%,-3%,10%,11%,36%,28%,1%,x,17µM*
CCn1c(SCC(=O)NCc2ccco2)nc2c1c(=O)n(C)c(=O)n2C,17%,1%,5%,x,-1%,0%,4%,8%,1%,-9%,2%
CC(CC(=O)N1CCN(c2ccccc2F)CC1)c1ccccc1 (stereo not drawn),7%,u,-1%,1%,1%,-12%,-10%,-4%,0%,-26%,0%
Cc1cc(C)n(-c2ccc(Cl)c(C(=O)O)c2)n1,-26%,0%,3%,6%,-2%,5%,2%,-7%,10%,-17%,19µM*
COc1ccc(C(=O)OCC(=O)NC(C)CCc2ccccc2)cc1 (stereo not drawn),-1%,-2%,6%,7%,1%,0%,-10%,1%[1.84 µM],-2%,1%,-1%
N#Cc1ccc(C(=O)NC2CCCc3ccccc32)cc1 (stereo not drawn),14%,17%,1%,0%,2%,-4%,-8%,-9%,-6%,0%,3%
COc1ccccc1NC(=O)OCC#CCOC(=O)Nc1ccccc1OC,u,11%,60%[activator],0%,-9%,2%,-21%,-6%,-4%,-8%,-15%
COc1ccc(NC(=O)CNC(=O)Cn2cnc3sc(C)c(C)c3c2=O)cc1OC,0%,2%,16%,3%,-13%,2%,0%,0%,6%,-5%,3%
CN(Cc1ccccc1)C(=O)CN1C(=O)NC2(CCCCCCC2)C1=O,x,x,x,5%,-17%,3%,33%,13%,-1%,x,x
CCOC(=O)N1CCN(C(c2cccnc2)c2ccc3cccnc3c2O)CC1 (stereo not drawn),6.3µM*,4.5µM*,-18%,-10%,-5%,u,-75%,-1%,-1%,22%,-1%
COc1ccc(C2/C(=C(/O)c3ccccc3)C(=O)C(=O)N2c2ccccn2)cc1OC (stereo not drawn),5%,5%,-12%,3%,5%,-2%,20%,-10%,1%,7%,-19%
C=CCN1C(=O)CC(C(=O)NC)SC1=Nc1ccc(C(=O)OCC)cc1 (stereo not drawn),1%,22%,9%,0%,-4%,2%,-21%,-2%,3%,7%,-1%
COC(=O)CC(c1ccc(C(C)C)cc1)n1cccc1 (stereo not drawn),5%,4%,4%,1%,-2%,-3%,0%,u,-1%,-4%,-11%
CN(C)C1=NCCN1CC1CCCC1,x,x,x,0%,-3%,-11%,-9%,-3%,1%,x,2%
COc1cc(OC)c2c(c1O)OC(c1ccccc1)CC2=O (stereo not drawn),2%,16%,2%,-3%,-1%,1%,8%,0%,4%,-10%,2%

# A portion from the list above:
SMILES,VP16 counter,RORg inh,CXXC DNA block,uPA surface inh,NPC1 prom act,p53 reactivation,BRCA1 expr act,Rab9 prom act,ELG1 genotoxic,MBNL1-CUG inh,FLuc modulator
CN(C)C1=NCCN1CC1CCCC1,x,x,x,0%,-3%,-11%,-9%,-3%,1%,x,2%
COc1cc(OC)c2c(c1O)OC(c1ccccc1)CC2=O (stereo not drawn),2%,16%,2%,-3%,-1%,1%,8%,0%,4%,-10%,2%

# The listing continues:
SMILES,VP16 counter,RORg inh,CXXC DNA block,uPA surface inh,NPC1 prom act,p53 reactivation,BRCA1 expr act,Rab9 prom act,ELG1 genotoxic,MBNL1-CUG inh,FLuc modulator
CC(=Nc1ccc(C)c(C)c1)C1=C(O)CCC1=O,u,-13%,6%,0%,19%,1%,0%,-2%,u,-10%,u
COc1ccc(Br)cc1CNC(=O)C1CCCN(S(C)(=O)=O)C1 (stereo not drawn),-23%,10%,9%,-9%,1%,14%,-14%,-1%,-7%,2%,9%
CC(=O)c1ccc(NC(=O)c2ccccc2Sc2ncnc3sc(C)c(C)c23)cc1,-7%,-7%,1%,-2%,0%,1%,1%,8%,1%,0%,0%
CS(=O)(=O)NNC(=O)c1cc2cc3ccccc3nc2s1,-21%,-11%,-3%,1%,12%,-1%,24%,17%,6%,u,u
O=C(CCn1nc(-c2ccccc2)ccc1=O)N1CCN(c2ccccc2)CC1,-11%,11%,-5%,1%,5%,-2%,-16%,-1%,-3%,u,2%
CCOc1ccc(-c2cnc3ccccc3n2)cc1,8.9µM*,3.5µM*,1%,u,u,-7%,u,4%,0.52µM*,u,0.17µM*
O=C(NCCN1CCOCC1)c1cccc(S(=O)(=O)N2CCCCCC2)c1,-11%,-5%,-2%,1%,1%,32%,3%,-2%,-2%,-1%,-1%
CCOC(=O)Nc1ccc2c(CN3C(=O)NC4(CCCC4)C3=O)cc(=O)oc2c1,-4%,31%,13%,-4%,-8%,-5%,-18%,-3%,-1%,32%[activator],-6%
CC(C)CCNC(=O)CSc1nc2ccsc2c(=O)n1NC(=O)c1ccccc1,-6%,23%,-2%,x,-5%,u,2%,-1%,6%,-18%,1%
CSc1nc2ccccc2n1C(=O)Oc1ccccc1,5%,-1%,8%,-2%,-3%,6%,-1%,14%,-4%,-3%,-9%
Cc1cc(C)c(S(=O)(=O)N2CCN(C(=O)N3CCOCC3)CC2)c(C)c1,-6%,8%,-17%,-10%,-1%,4%,-6%,0%,0%,-9%,3%
Cc1cccc(Cn2c(NCCO)nc3c2c(=O)n(C)c(=O)n3C)c1,4.5µM*,u,19%,-11%,-15%,-4%,-69%,-21%,-1%,-6%,0%
COc1cc(/C=N/NC(=O)C(=O)NCc2cccnc2)ccc1O,0%,17%[10 µM],-1%,1%,-5%,-4%,-15%,-6%,1%,x,0%
Cc1cccc(C(=O)Nc2cc(S(=O)(=O)N3CCOCC3)ccc2N2CCCCC2)c1,x,x,x,-5%,-7%,-2%,-45%,-7%,-8%,x,3%

# 3 structures already listed, sorted by heavy-atom count, highest first:
SMILES,VP16 counter,RORg inh,CXXC DNA block,uPA surface inh,NPC1 prom act,p53 reactivation,BRCA1 expr act,Rab9 prom act,ELG1 genotoxic,MBNL1-CUG inh,FLuc modulator
CCOC(=O)Nc1ccc2c(CN3C(=O)NC4(CCCC4)C3=O)cc(=O)oc2c1,-4%,31%,13%,-4%,-8%,-5%,-18%,-3%,-1%,32%[activator],-6%
COc1cc(CNC(=O)C2CC2)ccc1OCc1ccccc1,-6%,32µM*,6%,3%,u,14%,13µM*,u,21%,-2%,u
CS(=O)(=O)NNC(=O)c1cc2cc3ccccc3nc2s1,-21%,-11%,-3%,1%,12%,-1%,24%,17%,6%,u,u

# Screening data from PubChem BioAssay.

# Not all compounds are listed; count on the stated rates, not on these rows.
